# Screening results as filed in PubChem.
# MT1-MMP act inh: inhibitors of human MT1-MMP activation; GFP/RFP ratio change, % at 20 µM; actives 0.061% (n = 360,000); HT1080 RFP-PRO-GFP cells, GFP/RFP ratio fluorescence, overnight; percent of plate control window, DMSO zero; P50281;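 active = GFP/RFP ratio change of at least 30% with cell ATP level not reduced by more than half and red fluorescence within 50% of control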; note: strong numbers were not always called active
#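 Read-out: GFP/RFP fluorescence ratio; Test system: RFP-PRO-GFP reporter HT1080 cells; Compound dosing: single-point 20 µM compound, 1% DMSO; Times: overnight compound exposure at 37 °C.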
# LMPTP inh: blocks human LMPTP phosphatase | recombinant LMPTP-A, OMFP fluorogenic substrate, fluorescence intensity | inhibition, % at 20 µM | actives 0.22% (n = 360,000);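 active = compounds that cut the enzyme signal by at least half of the control window in the single-dose screen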;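 note: plate controls were DMSO wells with enzyme plus substrate for no effect and substrate without enzyme for full effect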
#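 Test system: LMPTP-A phosphatase enzyme; input: 0.625 nM LMPTP-A final; reagent: OMFP substrate, 400 µM final; compound dosing: 20 µM single dose, 3% DMSO; incubation: 50 min dark incubation at room temperature; measured by: endpoint fluorescence intensity from OMFP dephosphorylation; measure: % inhibition relative to no-enzyme and uninhibited control wells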
# NRP1-CendR mod: modulators of CendR peptide binding to human neuropilin-1; O14786; AID 602438; actives 0.85% (n = 360,000); FAM-RPARPAR peptide binding to NRP-1, fluorescence polarization; inhibition, % at 25 µM;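 active = inhibition or corrected inhibition above about 18%, plus a signal ratio from 0.5 to 1.5, limit read from the data, passing the limit was not always enough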; note: strong numbers were not always called active
# SKN-1 block: inhibitors of C. elegans SKN-1; C. elegans VP596 Pgst-4::GFP/RFP ratio, acrylamide-induced, 24 h; AID 624304; actives 0.49% (n = 360,000); inhibition, % at 21.8 µM;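 active = interference check ratio from 0.5 to 1.5 plus GFP to RFP signal ratio inhibition reaching or exceeding a fixed threshold, cut at about 30% in these data, passing the limit was not always enough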; note: some compounds called inactive have numbers as strong as hits
# SUMO1 PPI mod: modulators of human SUMO1-mediated protein-protein interactions; P63165; SUMO1 binding to a labelled peptide, TR-FRET, 1 h; inhibition, % at 20 µM; actives 0.33% (n = 360,000); in the data active = inhibition above about 37%
# Scp1 inh: inhibitors of human Scp-1 phosphatase | Q9GZU7 | Recombinant Scp1, phosphopeptide, malachite green phosphate absorbance | actives 0.88% (n = 340,000) | inhibition, % at 20 µM;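 active = inhibition above about 50% at 20 µM, limit read from the data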;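 note: plate controls were DMSO wells with enzyme for no effect and wells lacking enzyme for full effect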
#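 Test system: SCP-1 catalytic domain; Buffer or medium: Acidic Tris acetate buffer with magnesium and detergent; Also added: Phosphorylated 17-residue peptide substrate; Compound: single 20 µM dose, 1% DMSO; Schedule: enzyme reaction 45 min at room temperature, colour 5 min, stabilisation 30 min; Signal: Phosphate-binding colour reagent, absorbance read at 630 nm.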
# NadD block: inhibitors of Staphylococcus aureus NadD; purified NadD enzyme, colorimetric absorbance read-out; inhibition, % at 20 µM; actives 0.78% (n = 360,000); in the data active = inhibition above about 26%; note: some compounds past the cut are filed as inactive
# Rpn11 block: Rpn11 (human) deubiquitinase inhibition. actives 0.59% (n = 360,000). O00487. calls only at 20 µM. human 26S proteasome, Ub4-pepOG fluorescence polarization; 20S core pre-blocked with epoxomicin. AID 588493;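 active = inhibition at 20 µM, scaled to each plate's controls, above about 33%, limit read from the data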
# STEP inh: blocks human striatal-enriched tyrosine phosphatase; inhibition, % at 20 µM; AID 588621; actives 0.25% (n = 360,000); P54829; recombinant STEP, OMFP fluorogenic substrate, fluorescence;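 active = inhibition at 20 µM, scaled per plate between control wells, above about 37%, limit read from the data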;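 note: 0% = DMSO with enzyme and substrate and 100% = substrate only without enzyme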
#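 Material: STEP (striatal-enriched tyrosine phosphatase) enzyme, cell-free; Compound dosing: 20 µM single dose in 1% DMSO; Technique: fluorescence read at 480 nm ex / 540 nm em; Times: reaction 20 min, ambient temperature; Medium: 50 mM Bis-Tris pH 6.0 with 2.5 mM DTT and 0.005% Tween 20; Also added: OMFP at 25 µM.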
# DNMT1 inh: blocks human DNA methyltransferase DNMT1. inhibition (reported as % activation of signal), % at 10 µM. P26358. DNMT1 molecular beacon, Hinp1I cleavage, fluorescence. AID 588458. actives 0.83% (n = 360,000); in the data active = inhibition above about 50%
# Target sequence (P26358 504-1616 limits assumed): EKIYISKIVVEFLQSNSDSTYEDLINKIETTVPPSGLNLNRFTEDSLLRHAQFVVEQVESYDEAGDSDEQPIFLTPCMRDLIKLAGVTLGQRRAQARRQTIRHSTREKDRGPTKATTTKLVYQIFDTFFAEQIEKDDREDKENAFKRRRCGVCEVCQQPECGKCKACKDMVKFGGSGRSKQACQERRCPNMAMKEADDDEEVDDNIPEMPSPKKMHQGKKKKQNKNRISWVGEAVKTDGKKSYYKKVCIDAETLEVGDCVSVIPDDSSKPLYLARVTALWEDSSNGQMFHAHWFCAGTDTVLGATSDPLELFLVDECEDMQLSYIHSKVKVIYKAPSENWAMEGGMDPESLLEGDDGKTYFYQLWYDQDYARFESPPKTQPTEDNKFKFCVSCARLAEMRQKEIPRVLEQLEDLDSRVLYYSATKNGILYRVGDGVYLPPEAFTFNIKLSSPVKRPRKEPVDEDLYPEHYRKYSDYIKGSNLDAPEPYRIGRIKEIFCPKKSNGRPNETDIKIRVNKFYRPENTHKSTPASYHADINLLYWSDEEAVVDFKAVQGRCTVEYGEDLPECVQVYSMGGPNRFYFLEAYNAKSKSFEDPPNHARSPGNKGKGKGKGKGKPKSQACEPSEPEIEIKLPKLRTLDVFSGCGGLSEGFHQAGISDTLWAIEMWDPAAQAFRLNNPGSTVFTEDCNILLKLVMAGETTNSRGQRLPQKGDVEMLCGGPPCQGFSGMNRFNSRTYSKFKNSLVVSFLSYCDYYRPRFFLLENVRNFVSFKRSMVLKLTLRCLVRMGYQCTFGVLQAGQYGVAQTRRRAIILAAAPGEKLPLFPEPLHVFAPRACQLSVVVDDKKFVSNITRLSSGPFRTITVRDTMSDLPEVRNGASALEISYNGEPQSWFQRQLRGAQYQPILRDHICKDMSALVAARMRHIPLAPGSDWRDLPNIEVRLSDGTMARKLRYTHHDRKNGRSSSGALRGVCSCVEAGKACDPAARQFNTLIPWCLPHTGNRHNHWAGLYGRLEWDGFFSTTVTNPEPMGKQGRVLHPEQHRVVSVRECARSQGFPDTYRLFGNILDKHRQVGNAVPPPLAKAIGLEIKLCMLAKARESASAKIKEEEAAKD
# Numbers without * were called inactive; i = inactive; nt = no result given.
SMILES,MT1-MMP act inh,LMPTP inh,NRP1-CendR mod,SKN-1 block,SUMO1 PPI mod,Scp1 inh,NadD block,Rpn11 block,STEP inh,DNMT1 inh
N#Cc1ccccc1OCC(O)CS(=O)(=O)c1ccccc1 (stereo not drawn),1,-0.7,-1,53*,5,2,5,i,-1,2
COc1ccc(S(=O)(=O)Nc2ccc3c(c2)C(=O)N([C@H](C)CO)C[C@H](C)[C@H](CN(C)Cc2ccc(C(=O)O)cc2)O3)cc1,9,-0.1,-8,-8,5,-6,0,i,-2,2
Cc1ccc2nc(NCCCO)nc(-c3ccccc3)c2c1,0,1.2,7,18,-7,-6,-6,i,3,-4
CCOC(=O)c1c(C)c(C(=O)NCc2cccnc2)c(C)n1CC,1,-0.1,6,5,4,-7,-16,i,0,1
N#Cc1ccc(S(=O)(=O)N2CCC(N3CCCCC3)CC2)cc1,0,0.6,-6,-19,5,-2,-4,i,3,0
COC(=O)c1ccc(C(=O)OC)c(NC(=O)CSc2nc(-c3ccco3)cc(C(F)(F)F)n2)c1,-3,3.9,-24,0,-2,-6,-5,i,2,-1
O=C(N/N=C/c1cc(Br)c(O)c(Br)c1O)c1ccc2c(c1)OCCO2,4,-0.9,-38,1,-11,7,3,i,7,10
Cc1ccc(S(=O)(=O)Nc2c(NC3CCCCC3)c3ccccc3oc2=O)c(C)c1,-7,1.7,14,-7,3,3,-1,i,-2,-3
Cc1c([N+](=O)[O-])cc(C(=O)Nc2ccc(Cc3ccncc3)cc2)cc1[N+](=O)[O-],-2,1.8,-2,9,-18,1,5,i,4,-1
Cc1cccc2nnc(-c3ccccc3)n12,-4,-1.6,9,7,12,-3,0,i,4,2
NC(=O)c1cc(S(=O)(=O)N2CCN(c3cccc(Cl)c3)CC2)cs1,-1,-1.0,10,8,4,8,-1,i,-1,3
CC(OC(=O)C1CCN(S(=O)(=O)c2ccc(Cl)cc2)CC1)C(=O)N1CCc2ccccc21 (stereo not drawn),0,4.2,1,-4,-1,-12,1,i,1,-5
O=C(CN1C(=O)CSC1=O)NC1CCCCC1,3,-0.9,12,-7,3,-8,1,i,0,0
Cc1ccc(Oc2ccc(-c3nc(N)nc(N)n3)cc2)cc1,2,2.0,2,-1,-1,20,-1,i,-3,-7
COc1ccc2c3c([nH]c2c1)C1CC2C(CC(O)C(OC)C2C(=O)O)CN1CC3 (stereo not drawn),-8,4.2,-8,-2,4,7,10,i,1,-28
CCCn1c(CN2CCN(C(=O)OCC)CC2)nc2cc(NC(=O)C(C)C)ccc21,-4,2.0,2,-9,-4,3,0,i,-2,0
CCCN(CCC)S(=O)(=O)c1ccc(C(=O)NCc2ccco2)cc1,2,0.2,21,-7,6,-10,-1,i,-1,6
O=C(CSC(=S)N1CCCC1)c1ccccc1,1,-0.5,7,11,1,-11,0,i,3,0
O=C(COC(=O)C1(c2ccccc2F)CCCC1)NCc1ccc2c(c1)OCO2,1,0.2,-2,3,2,11,-8,i,-3,-1
Cc1cc(NC(=O)C(Cl)Cl)cc2c1OCO2,2,0.0,11,1,-4,-1,-4,i,0,0
c1ccc(Oc2cccc(OCCn3cncn3)c2)cc1,2,-0.5,-4,10,2,-8,-18,i,-2,2
Cc1c(C(=O)Nc2nc3ccccc3[nH]2)oc2ccccc12,7,0.4,-7,10,1,-5,8,i,2,6
Cc1cccc(-c2nc(CSCC(=O)NCCCN3CCOCC3)c(C)o2)c1,0,-2.2,-10,-1,0,-8,1,i,0,-4
CCCCn1c(SCC(=O)Nc2cc(C(F)(F)F)ccc2Cl)nnc1C(CC)N(C)C (stereo not drawn),1,-0.5,-5,23,-3,-3,-2,i,0,-3
O=C(N/N=C/c1ccc(-c2ccccc2Cl)o1)c1ccccc1,4,1.4,2,-7,3,-3,-2,i,2,2
CCOc1ccc(S(=O)(=O)N(CC)CC)cc1N,3,0.5,-3,-10,-1,5,-11,i,3,3
Cc1ccc(N(CCC#N)C(=O)CCl)cc1C,-15,-1.4,15,-4,2,-4,-3,i,1,12
CC(C)(C)C(CN1CCCC1)OC(=O)c1ccccc1 (stereo not drawn),0,-1.8,-1,12,-3,-12,-10,i,0,0
CC(=O)Nc1cccc(-c2csc(Nc3cccc(C)n3)n2)c1,3,2.3,-8,-10,1,-2,-2,i,0,1
CCCNC(=O)c1ccc(N2CCC3(CC2)CC(c2ccccc2)=NO3)c(NC(=O)c2ccccc2)c1,3,5.7,9,12,3,14,13,i,2,6
COC(=O)c1ccc(Nc2cc(C)nc3ccccc23)cc1,0,21,-5,6,-7,-1,-1,i,1,0
CC1CN(S(=O)(=O)c2cccc(C(=O)OCC(=O)N3CCCCCC3)c2)CC(C)O1 (stereo not drawn),-2,2.3,11,12,2,-1,-2,i,0,1
CC(C)N1C(=O)CSC1c1ccc(Br)cc1 (stereo not drawn),9,-1.3,1,0,-3,-8,0,i,-2,3
Fc1ccc(-n2nnc(-c3nccs3)n2)cc1,4,-2.3,-11,71*,3,-2,-1,i,-2,16
CC1Cc2nc(SCC(=O)Nc3ccc(F)cc3)n(C)c(=O)c2S1 (stereo not drawn),3,-2.3,-2,-16,-5,-4,-3,i,3,-1
CCOC(=O)c1c2c(c(=S)n(-c3ccccc3)c1N)CCC2,-6,0.5,10,9,-10,-1,5,i,2,-13
CC(NC(=O)C(c1ccccc1)c1ccccc1)C(=O)N1CCCCC1 (stereo not drawn),-2,-0.3,12,-1,2,2,0,i,1,1
CC(C)(C)OC(=O)NC1CONC1=O (stereo not drawn),1,-0.8,-9,-4,1,2,5,i,-4,14
CN(CC(=O)Nc1cccc(F)c1)C(=O)c1ccccc1-n1cnnn1,-3,-7.3,3,-15,-13,-1,0,i,1,1
O=S(=O)(c1ccc(Br)cc1)N1CCCN(Cc2cccc(F)c2)CC1,-2,-0.8,-18,-8,-2,-3,-5,i,2,-2

# 5 records drawn at random from the list so far:
SMILES,MT1-MMP act inh,LMPTP inh,NRP1-CendR mod,SKN-1 block,SUMO1 PPI mod,Scp1 inh,NadD block,Rpn11 block,STEP inh,DNMT1 inh
CCOC(=O)c1c2c(c(=S)n(-c3ccccc3)c1N)CCC2,-6,0.5,10,9,-10,-1,5,i,2,-13
CCCNC(=O)c1ccc(N2CCC3(CC2)CC(c2ccccc2)=NO3)c(NC(=O)c2ccccc2)c1,3,5.7,9,12,3,14,13,i,2,6
CC(NC(=O)C(c1ccccc1)c1ccccc1)C(=O)N1CCCCC1 (stereo not drawn),-2,-0.3,12,-1,2,2,0,i,1,1
CC1CN(S(=O)(=O)c2cccc(C(=O)OCC(=O)N3CCCCCC3)c2)CC(C)O1 (stereo not drawn),-2,2.3,11,12,2,-1,-2,i,0,1
CN(CC(=O)Nc1cccc(F)c1)C(=O)c1ccccc1-n1cnnn1,-3,-7.3,3,-15,-13,-1,0,i,1,1

# One compound at a time, from the list above:
# Results for CC1Cc2nc(SCC(=O)Nc3ccc(F)cc3)n(C)c(=O)c2S1 (stereo not drawn) : MT1-MMP act inh = 3; LMPTP inh = -2.3; NRP1-CendR mod = -2; SKN-1 block = -16; SUMO1 PPI mod = -5; Scp1 inh = -4; NadD block = -3; Rpn11 block = i; STEP inh = 3; DNMT1 inh = -1
# Results for Cc1cccc(-c2nc(CSCC(=O)NCCCN3CCOCC3)c(C)o2)c1 : MT1-MMP act inh = 0; LMPTP inh = -2.2; NRP1-CendR mod = -10; SKN-1 block = -1; SUMO1 PPI mod = 0; Scp1 inh = -8; NadD block = 1; Rpn11 block = i; STEP inh = 0; DNMT1 inh = -4

# Next section:
SMILES,MT1-MMP act inh,LMPTP inh,NRP1-CendR mod,SKN-1 block,SUMO1 PPI mod,Scp1 inh,NadD block,Rpn11 block,STEP inh,DNMT1 inh
Cc1cc(C)c(S(=O)(=O)N2CCOC2CNC(=O)C(=O)NCCc2ccc(S(N)(=O)=O)cc2)c(C)c1 (stereo not drawn),6,6.1,-20,-21,1,27,-2,i,-1,-5
CCOC(=O)c1ccccc1NC(=O)CSc1nnc(Cc2cccn2C)n1-c1ccc(F)cc1,-7,1.5,9,3,-3,-2,2,i,1,-5
CCOCCCNC(=O)COc1ccc(OC)cc1,-1,-1.8,-1,-2,6,-4,-1,i,2,1
COc1ccc2c(c1OC)C(=O)N1C2SC[C@H]1C(=O)NC1CCCCC1 (stereo partly drawn),9,0.4,-3,-3,0,1,5,i,2,2
CC1=[N+]([O-])C(C)(C)CC(C)(C)c2ccccc21,4,-0.5,8,-4,-2,5,-5,i,0,3
O=C(Nc1ccc2nc(-c3cccs3)[nH]c2c1)c1cccs1,11,0.3,-8,-15,4,0,-6,i,2,-2
Cn1c(-c2ccsc2)c(-c2cccs2)c2cc(-c3ccc4[nH]ccc4c3)ccc21,-1,2.2,8,-10,0,-11,11,i,-3,-23
O=C(O)C(Cc1cc2ccccc2[nH]1)N1C(=O)C2CC=C(Cl)CC2C1=O (stereo not drawn),4,-0.8,-7,-2,4,-2,0,i,-1,0
CCCCN(C(=O)c1cc(CC)c(C)s1)c1c(N)n(CCC)c(=O)[nH]c1=O,-3,-1.4,3,7,-1,-5,2,i,4,0
CC(Oc1ccc(Cl)cc1)C(=O)NCC1CCCO1 (stereo not drawn),2,-0.1,2,-4,2,2,0,i,-1,-1
Fc1ccc(-c2nc3c(Cl)cc(C(F)(F)F)cn3c2Cc2ccccc2)cc1,1,0.5,2,24,0,nt,4,i,0,8
COc1cccc(Cn2cc(N)cn2)c1,4,0.1,-5,4,4,-8,-2,i,-2,-11
O=C(CSc1ncnc2c1cnn2-c1cccc(Cl)c1)NCC1CCCO1 (stereo not drawn),6,-0.5,-4,-9,1,-2,-2,i,3,-3
